# KB-3-1 cytotox: KB-3-1 parental cell cytotoxicity | Potency, µM (doses to about 46.1 µM), for inactives: top-dose activity change, negative = cytotoxic, actives largely listed as cytotoxic | AID 1347075 | KB-3-1 viability, CellTiter-Glo ATP luminescence, 72 h | 400,000 compounds, 1.4% hits; further: potency means the concentration at half of the fitted maximal effect; on the % scale 0 is the no-effect control and ±100 the full control effect; nearly all actives have a fitted effect of over 60% in size
#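 Here the drug-naive KB-3-1 line serves as comparator for MDR sub-line selectivity; cells received compound titrations, 72 h at 37 °C, then CellTiter-Glo readout.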
# IL1B secr inh: blocks inflammasome-driven IL-1 beta release. THP-1 LPS/ATP IL-1B secretion, AlphaLISA, 16 h; hits give low values. activity change, % at 57.5 µM. 360,000 compounds, 4.7% hits. AID 743279; in the data active means activity change below about -50%; inconclusive means mostly about -30% to -49%; further: on the % scale 0 is the no-effect control and ±100 the full control effect
#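 THP-1 cells pretreated 1 hr with compounds (up to 57.5 uM final), then stimulated with LPS (250 ng/mL final) plus ATP (1.25 mM final); secreted IL-1B measured by AlphaLISA after 16 hr, decreased signal indicating inhibition.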
# HT1080NT lethal: kills 2HG-producing HT-1080-NT fibrosarcoma cells | HT-1080-NT fibrosarcoma viability, CellTiter-Glo ATP luminescence, 48 h | Potency, µM (doses to about 46.1 µM), for the others: top-dose activity, negative = less viability, hits mostly cytotoxic | 360,000 compounds, 1.6% hits;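 further: NT is the 2HG producing partner of a matched IDH1 knockdown line; potency means the concentration at half of the fitted maximal effect; 0% = DMSO-treated cells and -100% = media-only wells without cells; nearly all actives have a fitted effect of over 55% in size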
#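 Read-out is CellTiter-Glo luminescence after 10 minutes at room temperature, following 48 hours' compound treatment of HT-1080-NT cells (750 cells/well, RPMI, 5% FBS, 37 degrees C).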
# ATXN2 expr inh: inhibitors of ATXN2 expression. HEK-293 ATXN2-luciferase reporter, luminescence, 24 h. Potency, µM (highest dose often 57 µM), for inactives: top-dose activity change, negative = inhibition, most hits filed as inhibitors. 360,000 compounds, 0.72% hits. AID 1745845; further: potency means the concentration at half of the fitted maximal effect; on the % scale 0 is the no-effect control and ±100 the full control effect; nearly all actives have a fitted effect of over 55% in size
#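 ATXN2-luciferase reporter cells (luciferase flanked by upstream and downstream ATXN2 gene portions) were treated 24 h at 37 °C with compounds at up to 57 uM. SteadyGlo luminescence gave expression; GF-AFC fluorescence gave viability.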
# HT1080 IDH1KD tx: HT-1080 IDH1 knockdown cell toxicity (counter line); Potency, µM (titrated, usually from 46.1 µM), inactives show at the top dose activity, negative = toxicity, hits mostly cytotoxic; HT-1080 IDH1 knockdown viability, ATP luminescence, 48 h; 360,000 compounds, 2% hits;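 further: potency means the concentration at half of the fitted maximal effect; 0% = DMSO wells and -100% = cell-free medium wells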
#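 Using the IDH1-knockdown HT-1080 line run in the same batch and compound series as the NT line, viability after 48 h at 37 °C was determined by CellTiter-Glo luminescence and expressed as % activity.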
# WRN helicase inh: blocks human WRN helicase; Q14191; WRN helicase unwinding, fluorescent forked duplex, kinetic; Potency, µM (top dose mostly 114 µM), for the others: at the top dose activity change, negative = inhibition, actives largely listed as inhibitors; 360,000 compounds, 0.46% hits; further: potency means the concentration at half of the fitted maximal effect; on the % scale 0 is the no-effect control and ±100 the full control effect; nearly all actives have a fitted effect of over 55% in size
# Target sequence (Q14191 whole entry, looked up): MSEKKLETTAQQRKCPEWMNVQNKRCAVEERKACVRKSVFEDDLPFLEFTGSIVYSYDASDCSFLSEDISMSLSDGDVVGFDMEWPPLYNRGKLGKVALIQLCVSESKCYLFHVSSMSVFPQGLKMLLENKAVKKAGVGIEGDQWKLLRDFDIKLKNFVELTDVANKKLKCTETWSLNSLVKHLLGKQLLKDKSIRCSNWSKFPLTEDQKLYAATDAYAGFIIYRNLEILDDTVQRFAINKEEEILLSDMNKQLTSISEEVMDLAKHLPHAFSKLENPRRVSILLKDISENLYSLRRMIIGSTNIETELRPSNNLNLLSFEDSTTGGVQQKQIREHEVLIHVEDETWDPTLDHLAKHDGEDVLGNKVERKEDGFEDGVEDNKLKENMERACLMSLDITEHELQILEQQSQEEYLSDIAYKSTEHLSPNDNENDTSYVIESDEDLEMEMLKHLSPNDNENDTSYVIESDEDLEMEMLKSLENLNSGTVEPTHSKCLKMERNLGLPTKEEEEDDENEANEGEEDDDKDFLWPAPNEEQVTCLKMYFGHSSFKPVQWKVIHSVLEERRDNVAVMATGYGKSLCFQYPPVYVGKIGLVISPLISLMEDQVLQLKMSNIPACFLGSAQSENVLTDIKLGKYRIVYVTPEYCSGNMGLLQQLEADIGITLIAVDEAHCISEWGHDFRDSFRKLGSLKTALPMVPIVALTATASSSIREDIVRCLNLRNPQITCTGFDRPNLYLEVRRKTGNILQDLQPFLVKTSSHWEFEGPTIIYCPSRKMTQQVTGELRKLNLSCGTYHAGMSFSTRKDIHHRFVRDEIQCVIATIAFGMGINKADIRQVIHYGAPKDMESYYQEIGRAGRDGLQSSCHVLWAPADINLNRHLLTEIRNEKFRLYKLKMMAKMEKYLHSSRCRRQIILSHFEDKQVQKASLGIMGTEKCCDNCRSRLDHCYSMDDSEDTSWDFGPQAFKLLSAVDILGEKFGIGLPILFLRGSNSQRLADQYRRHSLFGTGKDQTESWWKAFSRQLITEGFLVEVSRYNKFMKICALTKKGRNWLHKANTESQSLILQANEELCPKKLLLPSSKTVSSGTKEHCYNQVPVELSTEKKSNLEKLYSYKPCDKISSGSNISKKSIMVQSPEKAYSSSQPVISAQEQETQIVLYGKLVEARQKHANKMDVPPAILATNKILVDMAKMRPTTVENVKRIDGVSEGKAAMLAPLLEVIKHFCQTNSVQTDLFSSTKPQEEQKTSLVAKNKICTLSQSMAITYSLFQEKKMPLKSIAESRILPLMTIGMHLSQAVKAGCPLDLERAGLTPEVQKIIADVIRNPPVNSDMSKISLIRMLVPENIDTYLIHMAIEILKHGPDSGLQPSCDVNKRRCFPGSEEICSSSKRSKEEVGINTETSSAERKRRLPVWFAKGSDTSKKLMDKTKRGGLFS
#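 Kinetic fluorescence helicase assay: unwinding of a quenched forked DNA duplex (100 nM final) with 2 mM ATP final raises red fluorescence (525/598 nm). Compounds sat 15 min at room temperature with 20 nM WRN beforehand.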
# KB-V1 cytotox: kills drug-selected multidrug resistant KB-V1 cells. KB-V1 MDR cells viability, CellTiter-Glo, 72 h. Potency, µM (series often up to 46.1 µM), inactives show at the top dose activity change, negative = cytotoxicity, hits mostly cytotoxic. 400,000 compounds, 3.4% hits. AID 1347076; further: potency means the concentration at half of the fitted maximal effect; on the % scale 0 is the no-effect control and ±100 the full control effect; nearly all actives have a fitted effect of over 60% in size
#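 KB-V1 MDR subline cells in DMEM (phenol-red free, 10% FBS) exposed to compounds in qHTS concentration series for 72 h at 37 degrees C. Viability read by CellTiter-Glo luminescence; concentration-effect curves fitted after normalization and correction.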
# MCF10A rerep: induces DNA re-replication in MCF 10a normal breast cells | MCF 10A DNA re-replication, Hoechst nuclear intensity, 48 h | 350,000 compounds, 2.9% hits | Potency, µM (doses to about 46.1 µM), without a hit: top-dose activity, positive = re-replication, usual class: activators; further: potency means the concentration at half of the fitted maximal effect; % of control where 0% means no effect; nearly all actives have a fitted effect of over 50% in size
# SW480 rereplic: inducers of DNA re-replication in SW480 colon cancer cells; SW480 DNA re-replication, Hoechst DNA content imaging, 48 h; Potency, µM (series often up to 46.1 µM), for inactives: at the highest dose re-replication activation, hits mostly activators; 340,000 compounds, 1.8% hits; further: potency means the concentration at half of the fitted maximal effect; % of control where 0% means no effect; nearly all actives have a fitted effect of over 55% in size
#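 Treated cells incubate 48 hr (37 C, 5% CO2), are stained 40 min with Hoechst, and nuclear fluorescence is enumerated; a rise in nuclei with high DNA signal marks re-replication.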
# Active calls of the source: *; u = inconclusive; x = no result given; [ ] = dose if it differs, or a comment. Unless noted, the call rests on the fitted dose curve; in most records, active means well fitted curve in the direction sought with a large enough effect; inconclusive means small, poorly fitted or top-dose-only effect, or another doubt; inactive means no such curve, though single readings can be large; an effect the other way counts as inactive or inconclusive.
mol | KB-3-1 cytotox | IL1B secr inh | HT1080NT lethal | ATXN2 expr inh | HT1080 IDH1KD tx | WRN helicase inh | KB-V1 cytotox | MCF10A rerep | SW480 rereplic
Cc1ccc(Sc2cc(C(=O)c3ccccc3C(=O)O)ccc2[N+](=O)[O-])cc1 | -1% | -4 | -3% | -2% | -22% | -6% | 0% | u | 1%
CC1(C(=O)NCc2cccnc2)CCN1C(=O)c1cccc(F)c1 (stereo not given) | 0% | 47 | 5% | 9% | u | 1% | 8% | x | x
O=C(CCN1C(=O)c2ccccc2C1=O)C1=NN[C@@H]2C(=O)N(c3ccc4c(c3)OCO4)C(=O)[C@H]12 | u | 19 | 18% | -19% | 12% | -7% | 31% | -4% | -11%
COc1ccc(Cl)cc1C(=O)NC(=S)Nc1nc(C)cc(C)n1 | -8% | 2 | 2% | -35% | -1% | 0% | -2% | 11% | -8%
C=CCn1c(SCC(=O)N(C)c2c(N)n(Cc3ccccc3)c(=O)[nH]c2=O)nnc1-c1ccccc1OC | x | 6 | 0% | 0% | 2% | -26% | x | -1% | u
Cc1ccc(NC(=O)c2ncn(CCCNCc3ccc4c(c3)OCO4)n2)cc1C | 0% | -6 | -12% | -21% | -15% | 2% | -1% | 11% | -15%
Cc1ccc(-n2c(SCC(=O)NNC(=S)Nc3ccccc3)nc3ccccc3c2=O)cc1 | 5% | 11 | -1% | 8% | -12% | -14% | u | u | 113%
COc1ccc(/C=N/Nc2nc(Nc3ccccc3)nc(N3CCCC3)n2)cc1[N+](=O)[O-] | -1% | -88* | 15µM* | 0% | u | 0% | u | u | 18µM*
CCSc1ccccc1C(=O)NCc1cccnc1 | 5% | 11 | -3% | -10% | 3% | -4% | u | -2% | 121%[1.84 µM]
CC(C)c1nc(-c2ccccc2)c(-c2ccccc2)[nH]1 | 0% | -21 | -16% | -8% | -19% | u | 0% | 2% | 0%
COC(=O)CN1C(=O)C(O)(CC(=O)c2ccc(Cl)cc2)c2ccccc21 (stereo not given) | u | 17 | u | 4% | 1% | 0% | -1% | -2% | 12%
O=C(CSc1ccc2nnc(-c3ccccc3)n2n1)N1CCCc2ccccc21 | 2% | 7 | 20% | 7% | 12% | -14% | u | -9% | 16%
COCCCn1c(=S)[nH]c2ncccc2c1=O | 1% | 8 | 21% | -10% | 20% | 0% | 16% | 1% | -25%
CCc1ccc(N/C(SCc2cccc(F)c2)=C(/C#N)C(=O)NCc2ccco2)cc1 | 2% | -18 | -1%[9.24 µM] | 1% | 0% | -14% | u | 16% | u
O=C(Cn1ncc2c3ccccc3n(Cc3ccccc3F)c2c1=O)NCC1CCCO1 (stereo not given) | 5% | -10 | -9% | 2% | -9% | -5%[57.1 µM] | -16% | 6% | -7%
Cn1c(N)c(C(=O)COC(=O)CC(NC(N)=O)c2ccc(Cl)cc2)c(=O)n(C)c1=O (stereo not given) | 0% | 18 | -4% | -1% | -12% | -11% | 6% | -1% | -21%
O=C(O)c1cccc(S(=O)(=O)N2CCOCC2)c1 | -19% | 5 | 1% | -10% | -2% | 8% | 7% | 3% | -2%
COCc1cn(-c2nc3ccccc3s2)nn1 | 4% | 49 | 11% | 40%[activator] | 9% | 9% | -6% | x | x
CC(NC(=O)c1ccc(F)cc1)c1ccccc1 (stereo not given) | u | 5 | 10% | 7% | 7% | 0% | -4% | -7% | -4%
CCOC(=O)C1=C(C)NC(=S)NC1/C=C/c1ccccc1 (stereo not given) | -16% | -7 | -2% | -9% | -11% | u | -22% | u | 0%
COc1ccc(OC)c(NC(=O)Nc2cc(C(=O)O)ccc2C)c1 | -3% | -7 | 14% | -5% | 2% | -4% | 5% | -3% | -15%
C=CCOc1cccc(C(=O)N2CCCC(Nc3ccc4c(c3)OCCO4)C2)c1 (stereo not given) | x | -3 | -2% | 9% | 7% | 5% | x | u | -3%
Cc1cccc(OCC(=O)N(Cc2ccc(N(C)C)cc2)C2CCS(=O)(=O)C2)c1 (stereo not given) | -2% | -50* | 0% | 10% | 2% | -14% | -25% | 1% | -2%
O=C(C1=NOC2(C1)C(=O)N(Cc1ccccc1)c1ccccc12)N1CCOCC1 (stereo not given) | 7% | 0 | 3% | 16% | 3% | 4% | 9% | x | x
COCCCNC(=O)c1c(N)n(-c2ccc3c(c2)OCO3)c2nc3ccccc3nc12 | 1% | -24 | u | -20% | u | 5%[57.1 µM] | 4% | 10µM* | 6.5µM*
Cc1cc(C)c(C(O)c2ncc(-c3cccc(F)c3)[nH]2)c(C)c1 (stereo not given) | 7% | -16 | -15% | 14% | -21% | 7%[57.1 µM] | -23% | x | x
CC1(c2ccccc2)NC(=O)N(CC(=O)NCCC2=CCCCC2)C1=O (stereo not given) | 7% | -7 | 9% | 19% | 10% | -2% | 11% | -8% | -5%
Cc1cccc(OC(C)C(=O)Nc2ccccc2C(=O)N2CCCCC2)c1 (stereo not given) | -20% | -10 | -2% | -17% | -1% | -6% | -3% | u | 11%
c1ccc(C[C@H]2CN=C(Nc3ccccc3)N2CCCC2CCCCC2)cc1 | 13% | -17 | 0% | -10% | -1% | -5% | -18% | -5% | -4%
C[C@@H]1CN([C@H](C)CO)C(=O)CCCn2nncc2CO[C@H]1CN(C)C(=O)c1cc(-c2ccccc2)on1 | 4% | 8 | 20% | 6% | 12% | 1% | 16% | x | x
COc1ccc(C(CNC(=O)c2cc3ccccc3cc2O)N2CCOCC2)cc1 (stereo not given) | -2% | -7 | -22% | 15% | -12% | -18% | 1% | -9% | -304%[inhibitor]
CCO[C@H]1OC(C(=O)N2CCOCC2)=C[C@@H](c2coc3ccccc3c2=O)[C@@H]1CCCO | 0% | -7 | 5% | -6% | 0% | 8% | 0% | 0% | -17%
CCOC(CNC(=O)c1[nH]c(C(F)(F)F)nc1-c1ccccc1)OCC | 0% | -2 | 15% | 16% | 23% | -7% | -32% | x | x
COc1ccc(CCNC(=O)c2ccccc2NS(=O)(=O)c2c(F)cccc2F)cc1 | -13% | 9 | -7% | -10% | -11% | -1% | -17% | 27% | -1%
Cc1ccc(C(=O)COC(=O)c2cn(-c3ccccc3)nc2-c2ccccc2)cc1[N+](=O)[O-] | 0% | -5 | 9% | 3% | 12% | -6% | 5% | u | -1%
CC(C(=O)Nc1cccc([N+](=O)[O-])c1)n1nnc2ccccc21 (stereo not given) | 18% | -9 | -2% | -1% | -13% | -5% | -9% | 2% | -2%
CC(=O)c1cccc(NS(=O)(=O)c2cc(-c3cnc(C4CC4)o3)ccc2C)c1 | u | 40 | 21µM* | -31% | 23µM* | 0% | u | u | -11%
O=C(c1ccccc1F)N1CCOCC1 | 0% | -1 | -3% | x | -5% | 4% | -1% | 0% | -1%
CNc1cnc(-c2ccc(C(=O)N3CCOCC3)cc2)cn1 | 0% | 22 | u | 25% | 0% | 6% | 12% | x | x
O=[N+]([O-])c1ccc2c(c1)OCCOCCOCCOCCOCCOCCO2 | -9% | -12 | 7% | x | 6% | -1% | -22% | -17% | 3%
Fc1cccc(F)c1C(Nc1nncs1)Nc1nncs1 | 17% | 17 | 20% | 12% | 14% | -3% | 0% | x | x
COc1ccc(Nc2ncnc3c2cnn3Cc2ccc(C)cc2)cc1 | -3% | u | -21% | -18% | u | -1% | 0% | 6% | 22%
O=C(O)C1Nc2c(O)cc(Cl)c([N+](=O)[O-])c2C2C=CCC12 (stereo not given) | -2% | -2 | -4% | x | -5% | 5µM* | 15% | -3% | -7%
CN(C(=O)c1cccc(NC(=O)Cc2cccc(NC(=O)C3CCCN(C(=O)C4CCC4)C3)c2)c1)C1CC1 (stereo not given) | 3% | 12 | 5% | 8% | 2% | -4% | 9% | -3% | 2%
CCN1/C(=C/c2ccc3cccc(C)c3[n+]2CC)Sc2ccccc21 | u | -103* | u | u | 3.2µM* | u | -1% | 18% | 2%
Cc1ccsc1/C=N/Nc1nc(Cl)c(Cl)cc1Cl | -1% | 7 | 2% | 43%[activator] | -1% | 2% | -2% | u | 15%
COCC(=O)OCC(=O)Nc1cc(C)c(C)cc1[N+](=O)[O-] | 8% | 8 | 22% | -16% | 13% | 4% | 1% | u | -23%
C=CCN1C(=O)c2ccccc2Sc2ccc(C(=O)NCCC)cc21 | 0% | 9 | 3% | x | 9% | -2% | -4% | -8% | -2%
Cc1cc(C)nc(N2CCC(C(=O)NCC3CCCCC3)CC2)n1 | -2% | 18 | 5% | 1% | 12% | 2% | 18% | -3% | -6%
CCOC(=O)C(=O)Nc1cc(C)nn1-c1nc2ccccc2[nH]1 | 18% | -27 | 16% | 6% | 1% | -7% | 10% | -5% | -3%

# Going on with the list:
mol | KB-3-1 cytotox | IL1B secr inh | HT1080NT lethal | ATXN2 expr inh | HT1080 IDH1KD tx | WRN helicase inh | KB-V1 cytotox | MCF10A rerep | SW480 rereplic
O=c1ccc2cc([N+](=O)[O-])c(CCO)cc2o1 | 22% | 18 | -12% | -1% | -2% | -5% | 6% | 2% | -10%
CCCc1cc(=O)oc2c(C)c(OCC(=O)Nc3ccc(CN4CCOCC4)cc3)ccc12 | -4% | 4 | -4% | x | 0% | -10% | -23% | -1% | -14%
C[C@H](CO)N1C[C@H](C)[C@@H](CN(C)Cc2ccc(C(=O)O)cc2)Oc2c(NS(=O)(=O)c3cccs3)cccc2C1=O | 0% | 30 | 11% | 10% | 7% | -4% | 0% | 4% | 9%
COC(=O)[C@@]12C[C@@H](CC(=O)NCCCN3CCCC3=O)C(=O)N(Cc3ccco3)C1=CCC(C)(C)C2 | 8% | -8 | 0% | x | 0% | 5% | -2% | x | x
Nc1nc(NC(=O)c2ccc(Cl)cc2)nn1-c1ccccc1 | 2% | 1 | -11% | 14% | -11% | 4% | -29% | 13% | -2%
COC(=O)CNC(=O)C(NC(=O)OCc1ccccc1)C(C)C (stereo not given) | -4% | 5 | -1% | 24% | 8% | 3% | 0% | 8% | -42%[inhibitor]

# Compound activity: PubChem BioAssay, National Center for Advancing Translational Sciences (NCATS)
